FadD28 FP inh: blocks FadD28 binding to the bisubstrate probe | inhibition, % at 12.5 µM | fluorescence polarization | AID 588549 | 360,000 compounds, 0.22% hits; in the data active = inhibition above about 8.5%, passing the limit was not always enough; inconclusive = no clear call, values can overlap the other calls
CCHF vOTU inh: blocks the CCHF virus ovarian tumor domain protease. 370,000 compounds, 0.55% hits. CCHFV vOTU protease, Pep-AMC fluorescence. inhibition, % at 11.5 µM. AID 651958; in the data active = inhibition above about 30%; also: 0% = vehicle wells with enzyme and 100% = no enzyme wells
BoNT F protease: inhibitors of Botulinum neurotoxin F light chain protease. Multiplex microsphere protease cleavage assay, flow cytometry. inhibition, % at 10 µM. 360,000 compounds, 0.22% hits. AID 588497; in the data active = inhibition above about 35%, passing the limit was not always enough; inconclusive = no clear call, values can overlap the other calls; also: plate controls were buffer without enzyme for full effect and enzyme alone for no effect
BoNT A protease: BoNT A light chain protease inhibition; inhibition, % at 10 µM; 360,000 compounds, 0.17% hits; multiplex microsphere protease substrate cleavage, flow cytometry; AID 588499; also: plate controls were buffer without enzyme for full effect and enzyme alone for no effect
TcdB GH inh: inhibitors of Clostridioides difficile toxin B glycohydrolase | P18177 | TcdB glycohydrolase enzymatic assay, plate reader | inhibition, % at 9.99 µM | 350,000 compounds, 0.24% hits | AID 652162; in the data active = inhibition above about 10%
Yp Topo-I inh: Y. pestis Topo-I inhibition via cleavage products | Y. pestis Topo-I cleavage product accumulation, plate reader | activity, % at 10 µM | 360,000 compounds, 0.064% hits; in the data active = activity above about 50%, passing the limit was not always enough; inconclusive = no clear call, values can overlap the other calls; also: inactives centre near 2
Anthrax LF prot: blocks Bacillus anthracis lethal factor protease; AID 588501; inhibition, % at 10 µM; P15917; multiplex microsphere protease cleavage assay, LF; 360,000 compounds, 0.12% hits; also: plate controls were buffer without enzyme for full effect and enzyme alone for no effect
Target sequence (P15917 whole entry, looked up): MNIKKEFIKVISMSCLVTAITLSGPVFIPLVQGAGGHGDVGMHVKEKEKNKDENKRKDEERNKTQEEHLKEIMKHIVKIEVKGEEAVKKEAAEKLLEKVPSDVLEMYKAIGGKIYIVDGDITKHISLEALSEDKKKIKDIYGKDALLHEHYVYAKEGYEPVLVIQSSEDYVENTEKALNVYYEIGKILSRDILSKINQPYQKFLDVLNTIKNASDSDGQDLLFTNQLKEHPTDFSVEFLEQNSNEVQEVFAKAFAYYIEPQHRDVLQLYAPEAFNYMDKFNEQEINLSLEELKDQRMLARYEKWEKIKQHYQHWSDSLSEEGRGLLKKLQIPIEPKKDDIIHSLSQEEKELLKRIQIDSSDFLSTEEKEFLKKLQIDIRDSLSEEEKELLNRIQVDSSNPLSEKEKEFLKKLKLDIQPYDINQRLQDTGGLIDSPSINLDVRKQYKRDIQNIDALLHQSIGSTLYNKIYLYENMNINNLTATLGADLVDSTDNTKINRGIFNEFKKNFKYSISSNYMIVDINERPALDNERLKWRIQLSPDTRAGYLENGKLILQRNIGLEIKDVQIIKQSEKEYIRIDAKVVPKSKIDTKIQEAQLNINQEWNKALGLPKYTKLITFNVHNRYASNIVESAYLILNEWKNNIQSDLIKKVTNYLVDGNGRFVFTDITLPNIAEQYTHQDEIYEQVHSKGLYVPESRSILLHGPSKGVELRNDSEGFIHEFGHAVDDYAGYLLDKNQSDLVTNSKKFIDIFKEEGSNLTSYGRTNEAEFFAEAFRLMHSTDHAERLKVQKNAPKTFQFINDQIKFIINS
PrPC surface inh: inhibitors of human cell surface prion protein PrPC | P04156 | TR-FRET read-out | inhibition, % at 13.8 µM | 370,000 compounds, 0.43% hits; in the data active = inhibition above about 24%; also: 0% = median of the test wells and 100% = reference compound wells
PfHsp40 rescue: restores yeast growth despite PfHsp40 toxicity | AID 504582 | growth rescue, % at 12.5 µM | S. cerevisiae expressing PfHsp40, growth rescue, ATP luminescence | 340,000 compounds, 0.68% hits; in the data active = growth rescue above about 28%, passing the limit was not always enough; inconclusive = no clear call, values can overlap the other calls;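 also: yeast W303a lacking pdr1 and pdr3 grown in galactose medium; growth measured after three days at 30 °C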
* = called active by the depositor; ? = inconclusive; · = no result given. Rule as the data show it, unless noted: active = inhibition above about 30%; inconclusive = no clear call, values can overlap the other calls; inactive = below that.

compound,FadD28 FP inh,CCHF vOTU inh,BoNT F protease,BoNT A protease,TcdB GH inh,Yp Topo-I inh,Anthrax LF prot,PrPC surface inh,PfHsp40 rescue
O=C(CNC(=O)Cc1ccccc1)NCC(=O)OCc1ccccc1,0.2,-3,8,0.3,·,3,0,-4,0.8
Cc1ccc(C)c(S(=O)(=O)Nc2cc(C)on2)c1,0.8,-4,2,-1.1,0.4,1,2,2,-1.1
CC(=O)NC1C(=O)N=C(SCC(=O)Nc2ccc(C(F)(F)F)cc2Cl)NC1=O (stereo not given),-4.6,11,-1,0.1,-0.4,10,-2,-4,0.1
Fc1ccc(NC(=S)N2CCc3[nH]c4ccccc4c3C2)cc1,-3.1,1,?,-3.6,0.9,3,-8,2,0.2
CC(=O)Cc1nsc(NC(=O)c2cccc(F)c2)n1,-4.9,-1,-2,-0.1,-2.3,0,0,4,0.3
Cc1ccc(C(=O)NNC2=Nc3cc([N+](=O)[O-])ccc3OC2)cc1,-2.1,-2,-4,-0.8,2.3,1,-3,-4,-0.1
CC1Cc2ccccc2N1S(=O)(=O)c1cnc(Cl)c(Br)c1 (stereo not given),-0.2,3,0,-1.3,-0.2,18,0,2,-0.7
COc1ccc(/C=C/C(=O)NC(=S)Nc2cc3oc4ccccc4c3cc2OC)cc1,-3.4,-10,-2,-0.1,0.2,4,0,6,-0.9
COC(=O)C(O)(CC(=O)c1ccc(OC)cc1)C(F)(F)F (stereo not given),-0.3,-6,-3,-0.6,·,5,-6,8,-0.2
CN(C)c1ccc(-c2ccnc3c2CC(C)(C(=O)Nc2ccc(Cl)cc2)O3)cc1 (stereo not given),-5.3,-3,0,-0.5,0.7,19,-4,6,·
COC(=O)Cn1c(CN2CCOCC2)nc2c1c(=O)n(C)c(=O)n2C,-1.9,0,-5,-0.2,1.3,2,-10,6,-0.1
O=C(/C=C/c1ccc(Br)cc1)NC1CCCCCC1,-4.2,-3,0,-1.7,·,10,1,-2,1.4
CCC(C#N)(CC)P(=S)(c1ccccc1)c1ccccc1,-1.1,-3,0,-0.4,0.8,32,2,7,0.2
CC(C)C[C@@H](CN1CCC[C@H]1CN1C(=O)C(=O)NC[C@@H]1Cc1ccc(O)cc1)N1C[C@H](Cc2ccccc2)N(CC2CCCCCC2)C(=O)C1=O,·,23,-1,-0.6,0.4,·,-2,12,·
COc1cc(S(=O)(=O)Nc2ccncc2)ccc1F,-3.6,-5,6,2.8,0.9,3,0,1,1.9
COc1ccc(OCc2nnc(SCC(=O)N3CCOCC3)o2)cc1,-0.7,-13,0,0.0,0.7,4,-3,7,0.6
O=C(CSc1nnc(-c2ccncc2)o1)Nc1ccccc1Cl,-5.0,5,?,0.9,·,2,-6,7,0.6
O=C(CC1C(=O)NCCN1C(=O)c1ccccc1)Nc1cc(Cl)ccc1Cl (stereo not given),-1.1,2,9,-0.7,1.6,8,0,-8,-1.6
O=C(COC(=O)C1C2CC3OC(=O)C1C3C2)Nc1cccc(Cl)c1 (stereo not given),-2.0,-3,6,0.0,0.9,2,6,11,-0.5
CC(C)n1cc(CNC(=O)C2CCC(=O)N(Cc3ccccc3F)C2)cn1 (stereo not given),-4.0,1,-8,-0.4,0.8,-10,0,2,11
Cc1cc(C(=O)Nc2cccc(-c3ccc(N4CCOCC4)nn3)c2)ccc1[N+](=O)[O-],0.2,7,-4,-0.2,0.7,10,-10,-5,0.3
O=S(=O)(NC1CC2CCC1C2)c1ccc(Br)cc1 (stereo not given),-0.1,-10,4,0.1,-0.1,-11,-9,18,67*
CCOCCCNC(=O)C(NC(=O)CC1NC(=O)NC1=O)c1ccc(Cl)cc1 (stereo not given),0.6,5,8,0.5,·,-5,-1,-2,-0.1
O=C(Nc1ccc(F)cc1F)N1CCN(C/C=C/c2ccccc2)CC1,0.0,0,-4,-0.4,0.5,10,0,-1,-0.5
O=c1c2c(-c3ccc(Cl)cc3)csc2ncn1/N=C/c1cccc([N+](=O)[O-])c1O,-6.2,3,2,-0.1,1.4,-18,-3,-1,280*
O=C1C=C(N2CCOCC2)c2ccccc2C1=O,2.3,103*,2,0.9,0.4,1,-8,-21,-0.7
CCOC(=O)c1c(NC(=O)C2c3ccccc3Oc3ccccc32)sc(C(C)=O)c1C,0.0,-6,-11,0.1,0.8,2,-3,3,-0.3
Cc1ccccc1-c1nc(CN2CCC(C(=O)NCCC3=CCCCC3)CC2)c(C)o1,-1.7,6,-9,-1.3,·,10,-11,-7,-1.2
CC1CCCC(NC(=O)COC(=O)Cc2ccccc2)C1C (stereo not given),-4.3,4,8,7.1,·,11,-20,-2,0.4
CC1(C(=O)NS(=O)(=O)c2ccccc2C(F)(F)F)CCN1C(=O)CCc1cccs1 (stereo not given),-2.7,6,4,-0.1,1.0,1,4,5,·
Cc1ccc(NC(=O)CN2C(=O)S/C(=C\c3cccn3-c3cccc(C(=O)O)c3)C2=O)cc1C,-0.6,-14,-3,-1.8,0.9,10,-3,-1,3.1
O=C(CN1CC(c2ccccc2)CC1=O)Nc1cccc(F)c1 (stereo not given),-2.2,6,5,0.6,1.1,7,-7,0,-0.8
O=C(N/N=C\c1cccnc1)C1c2ccccc2Oc2ccccc21,-0.2,12,-7,-0.7,1.2,6,2,0,-0.8
O=C(NCc1ccco1)C(C(=O)c1ccc(F)cc1)n1ccccc1=O (stereo not given),-1.9,10,-1,0.7,2.9,-6,-2,4,-1.4
Cc1ccc(S(=O)(=O)N(C)c2c(C)ccc(S(=O)(=O)NC(C)(C)C)c2C)cc1,-1.6,21,-4,-0.4,2.6,3,-2,-1,0.3
CC(=O)Nc1ccc(NC(=O)c2ccco2)cc1,-0.5,4,5,2.6,·,-7,0,8,-0.7
Cc1ccc(/C=N/NC(=O)c2ccc(-n3cccc3)cc2)o1,-3.8,28,-1,-1.1,1.6,0,-4,-3,0.7
Cc1c(NC(=O)C2CCN(S(=O)(=O)c3ccccc3)CC2)c(=O)n(-c2ccccc2)n1C,0.2,-7,-10,-0.5,·,-1,-5,-1,-1.5
COc1cccc(OCC(=O)Nc2ccc(OC)c(OC)c2)c1,-3.5,5,14,1.4,·,-1,-2,4,-0.1
CCOC(=O)C1CCCN(CCC(C)c2ccccc2)C1 (stereo not given),-0.7,-9,8,5.5,0.6,2,0,-6,0.9
O=c1[nH]c(CSc2nnnn2-c2ccccc2)nc2ccccc12,-3.9,-6,-2,0.0,-0.1,12,-1,9,-0.5
CC(C)(C)OC(=O)N(CCc1ccccc1)Cc1cccc(OCc2cccc(NC(=O)C3CCCC3)c2)c1,0.8,22,-8,-0.1,-0.7,31,-3,5,-1.1
S=C(Nc1cccc(Cl)c1)N(CCCN1CCCC1)Cc1cccn1Cc1ccc(Cl)cc1,-35,4,-6,-0.4,1.1,-19,-5,-11,-0.9
CCOc1ccc(C(=O)COC(=O)Cn2[nH]c(=O)c3ccccc3c2=O)cc1,-2.2,0,0,-0.2,1.3,14,1,-2,·
Cc1ccc(NC(=O)[C@@H](NC(=O)c2cccc(S(=O)(=O)N3CCOCC3)c2)C(C)C)cc1C,-3.5,-5,-3,-0.8,0.2,1,0,1,-0.4
CCOC(=O)CC(NC(=O)c1cc2cccc(OC)c2oc1=O)c1cccc([N+](=O)[O-])c1 (stereo not given),0.2,-4,1,0.5,·,-11,3,-1,0.6
CC(=O)c1ccc(-n2c(-c3cc(-c4ccsc4)n[nH]3)n[nH]c2=S)cc1,-6.4,-11,-4,0.3,1.3,11,-2,5,-0.3
COCC(=O)N=Nc1c(O)[nH]c2ccccc12,-2.6,-2,1,0.6,0.5,2,-1,-38,0.9
NC(=O)CSc1nnc(-c2ccncc2)n1CCc1ccccc1,-1.4,-3,-2,0.7,·,0,-9,0,-0.6
C=CCn1c(SCCN2C(=O)c3ccccc3C2=O)nc2scc(-c3ccccc3)c2c1=O,-1.9,·,4,1.6,1.1,-12,2,·,0.1

Compound profiles, from the list above:
CC(=O)c1ccc(-n2c(-c3cc(-c4ccsc4)n[nH]3)n[nH]c2=S)cc1 across the screens: FadD28 FP inh = -6.4; CCHF vOTU inh = -11; BoNT F protease = -4; BoNT A protease = 0.3; TcdB GH inh = 1.3; Yp Topo-I inh = 11; Anthrax LF prot = -2; PrPC surface inh = 5; PfHsp40 rescue = -0.3
S=C(Nc1cccc(Cl)c1)N(CCCN1CCCC1)Cc1cccn1Cc1ccc(Cl)cc1 across the screens: FadD28 FP inh = -35; CCHF vOTU inh = 4; BoNT F protease = -6; BoNT A protease = -0.4; TcdB GH inh = 1.1; Yp Topo-I inh = -19; Anthrax LF prot = -5; PrPC surface inh = -11; PfHsp40 rescue = -0.9

Continued:
compound,FadD28 FP inh,CCHF vOTU inh,BoNT F protease,BoNT A protease,TcdB GH inh,Yp Topo-I inh,Anthrax LF prot,PrPC surface inh,PfHsp40 rescue
CN(C)C(CNC(=O)C1CCN(S(=O)(=O)c2cccc(Cl)c2Cl)CC1)c1ccccc1 (stereo not given),-0.3,2,17,-1.0,0.3,-4,6,-8,-0.3
O=C(Nc1ccccc1Cl)C1CCCN(S(=O)(=O)c2ccc(-n3cnnn3)cc2)C1 (stereo not given),-2.5,-3,-19,-5.6,0.3,2,17,-2,1.5
Cc1cccc(NC(=O)c2ncn3c2C(=O)NC[C@@H]3C)c1,-4.1,5,-5,-0.4,0.4,10,-5,-3,·
CC(NC(=O)COC(=O)c1nc(Cl)ccc1Cl)c1ccccc1 (stereo not given),-4.0,-13,2,0.6,1.8,3,0,3,-0.8
CC(NC(=O)c1ccc(Br)cc1)c1ccccc1 (stereo not given),-0.5,4,-2,0.4,·,4,2,-8,11
CN(NC(=O)C1CC(=O)N(c2ccccc2)C1)C1=NS(=O)(=O)c2ccccc21 (stereo not given),-1.6,-5,0,0.2,-0.3,0,-2,2,-0.8
O=C1NC(NS(=O)(=O)c2ccccc2)(C(F)(F)F)C(=O)N1c1cccc(Cl)c1 (stereo not given),-0.1,-1,12,5.0,-1.4,6,-1,-1,-1.4
COCC(C)N1CCC(Oc2cccc(C(=O)NCCc3ccccc3)c2)CC1 (stereo not given),-4.5,-1,-13,-1.4,1.4,10,1,-5,0.0
COc1cc(C(=S)N2CCN(c3cccc(Cl)c3)CC2)ccc1O,-0.9,-10,3,-0.7,1.1,?,4,9,-1.0
O=S(=O)(NCCSc1ccccc1)c1ccc(F)cc1,-1.1,2,-7,-1.3,·,4,1,1,2.4
CCCOc1ccc(-c2nn(-c3ccccc3)cc2/C=C2\SC(N)=NC2=O)cc1C,-2.1,3,-5,1.2,0.0,2,-3,1,-0.3
Cc1ccc(S(=O)(=O)Cn2nnnc2CN(Cc2ccco2)Cc2cccs2)cc1,-0.9,9,0,-0.5,·,-7,1,-4,1.1
CC[C@]12c3[nH]c4ccc(OC)cc4c3CCN1C(=O)C(CC(=O)NC/C=C(\C)CCC=C(C)C)C[C@@H]2C(=O)N1CCN(C(=O)c2ccco2)CC1 (stereo not given in full),-2.4,16,-2,-0.1,1.4,23,2,3,1.0
O=S(=O)(c1ccc2c(c1)OCCO2)N1CCC(n2cnc3cc(F)ccc32)CC1,-3.3,7,-17,-0.3,·,-4,2,2,3.6
COc1ccc(-n2nnnc2SCC(=O)c2ccc3c(c2)OCCO3)cc1,0.2,7,-5,-0.2,·,-5,2,0,0.1
Cc1ccc(C(C[N+](=O)[O-])c2c(N)n(C)c(=O)n(C)c2=O)cc1 (stereo not given),-1.3,-2,·,·,1.3,2,·,3,364*
CCCc1cc(=O)oc2cc(OCC(=O)Nc3ccc(S(N)(=O)=O)cc3)ccc12,-2.4,-1,-4,13,1.8,4,-3,6,-0.2

Some entries already given with just PfHsp40 rescue, CCHF vOTU inh and FadD28 FP inh:
compound,PfHsp40 rescue,CCHF vOTU inh,FadD28 FP inh
CC[C@]12c3[nH]c4ccc(OC)cc4c3CCN1C(=O)C(CC(=O)NC/C=C(\C)CCC=C(C)C)C[C@@H]2C(=O)N1CCN(C(=O)c2ccco2)CC1 (stereo not given in full),1.0,16,-2.4
O=S(=O)(c1ccc2c(c1)OCCO2)N1CCC(n2cnc3cc(F)ccc32)CC1,3.6,7,-3.3

Screening data (PubChem BioAssay)
